RAD52 anneal inh – RAD52 DNA annealing inhibitors, primary screen, biochemical, FRET, single point, set 2; inhibition, % at 18.7 µM; DNA repair protein RAD52 homolog (Homo sapiens), P43351; recombinant RAD52 DNA annealing, FRET fluorescence; hit rate 0.46% among 360,000;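 active = every replicate showing at least 50% inhibition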
Target sequence (P43351 whole entry, looked up): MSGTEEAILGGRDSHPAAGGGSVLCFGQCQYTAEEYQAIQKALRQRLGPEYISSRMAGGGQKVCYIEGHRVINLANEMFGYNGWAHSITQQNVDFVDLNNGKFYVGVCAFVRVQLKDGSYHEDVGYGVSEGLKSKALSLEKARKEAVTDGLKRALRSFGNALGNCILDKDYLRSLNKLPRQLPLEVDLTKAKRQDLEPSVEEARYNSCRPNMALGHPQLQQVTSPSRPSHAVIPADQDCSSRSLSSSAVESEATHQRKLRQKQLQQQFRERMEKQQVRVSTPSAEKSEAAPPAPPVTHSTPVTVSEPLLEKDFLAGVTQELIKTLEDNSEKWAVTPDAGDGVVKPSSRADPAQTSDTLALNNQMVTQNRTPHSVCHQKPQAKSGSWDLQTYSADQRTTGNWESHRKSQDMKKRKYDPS
ERAP1 inh – human ERAP1 aminopeptidase inhibitors, primary screen, biochemical, single point, plate reader. AID 652197, 2013. recombinant ERAP1, Leu-AMC fluorescence, 60 min. hit rate 0.15% among 340,000. inhibition, % at 10.7 µM;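 active = mean replicate inhibition of at least 30%, or all replicates individually reaching that 30% level; inactive = mean below 30% and not every replicate reaching it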;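 note: 0% = neutral control wells and 100% = L-leucinethiol positive control wells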
PGC1a acetyl inh – inhibitors of PGC1a acetylation signal, primary screen, cell-based, U2OS, AlphaScreen, inhibitor mode; hit rate 0.17% among 350,000; inhibition, % at 15.6 µM; AlphaScreen anti-acetyl-lysine; with virally co-expressed GCN5 acetyltransferase;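 active = every replicate shows inhibition of at least 40%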;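 note: 0% = neutral control wells and 100% = positive control wells; some results beyond the cut were filed as inactive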
PglD DTNB – C. jejuni PglD acetyltransferase inhibitors, primary screen, biochemical, DTNB colorimetric, single point | UDP-N-acetylbacillosamine N-acetyltransferase PglD (Campylobacter jejuni) | purified PglD enzyme, DTNB colorimetric CoA detection | inhibition, % at 12.5 µM | hit rate 0.098% among 360,000 | AID 602405, 2012; in the data active = inhibition above about 16%, passing the limit was not always enough; note: strong numbers were not always called active
miR-122 sensor – miR-122 Renilla sensor signal increase in Huh7, primary screen, miR-122 inhibitor project, cell-based, single point, plate reader. Huh7 miR-122 Renilla luciferase sensor, 48 h; neutral wells = 0, positive control = 100. activation (reporter increase), % at 12.5 µM. hit rate 0.3% among 340,000. AID 602342, 2012;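 active = mean replicate activation score at least 90 and every replicate individually at or above 90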;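 note: higher luciferase means less miR-122 activity so hits act as miR-122 inhibitors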
Cneo AK release – Cryptococcus neoformans cell lysis inducers, primary screen, AK release luminescence, single concentration; hit rate 0.2% among 360,000; C. neoformans lysis, adenylate kinase release luminescence, 4 h; normalised: neutral wells 0, clomiphene wells 100; lysis activity, % at 15 µM;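 active = mean lysis activity across replicates of at least 80%, whatever share of replicates individually reach that level; inactive = mean lysis activity below 80%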
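Signal: Adenylate kinase release luminescence | Assay system: Log-phase Cryptococcus neoformans yeast cells | Input: Cells at 5 × 10^6 per mL | Buffer or medium: Fresh YPD growth medium | Compound: Single dose | Schedule: Static 4 h at 37 °C with compound, 1 h detection | Controls: Clomiphene | Read-out: Luminescence rise reflecting yeast cell lysis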
E-selectin induc – E-selectin induction in HUVECs, primary screen, imaging, HUVEC, immunofluorescence imaging, single point | P16581 | hit rate 0.37% among 260,000 | normalized: neutral wells 0, TNF-alpha wells 100 | AID 686992, 2013 | activation, % at 7.58 µM;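 active = mean E-selectin-positive cell signal at least 10% of the positive control, reached in at least 60% of replicates, without over 20% cell loss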;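 note: in these data hits start at about 27%; measured in HUVEC primary endothelial cells; signal is the percent of cells scored E-selectin positive by PE staining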
Target sequence (P16581 whole entry, looked up): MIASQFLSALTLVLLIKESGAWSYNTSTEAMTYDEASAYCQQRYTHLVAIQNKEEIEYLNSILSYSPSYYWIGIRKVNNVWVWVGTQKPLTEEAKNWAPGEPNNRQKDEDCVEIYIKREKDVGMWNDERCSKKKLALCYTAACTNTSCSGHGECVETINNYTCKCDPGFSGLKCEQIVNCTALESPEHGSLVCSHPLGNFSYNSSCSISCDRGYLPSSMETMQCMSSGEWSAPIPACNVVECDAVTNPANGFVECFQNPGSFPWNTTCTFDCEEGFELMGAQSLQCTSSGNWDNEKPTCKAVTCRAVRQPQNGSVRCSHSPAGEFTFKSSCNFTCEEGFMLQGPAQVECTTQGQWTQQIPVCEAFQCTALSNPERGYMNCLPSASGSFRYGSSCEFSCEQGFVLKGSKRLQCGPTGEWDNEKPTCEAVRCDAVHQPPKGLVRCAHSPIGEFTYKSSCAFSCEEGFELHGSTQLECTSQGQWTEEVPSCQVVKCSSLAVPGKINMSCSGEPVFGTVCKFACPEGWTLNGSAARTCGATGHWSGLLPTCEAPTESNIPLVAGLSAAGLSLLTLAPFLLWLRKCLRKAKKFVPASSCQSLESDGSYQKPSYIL
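Read-out basis: % PE-positive cells; Test system: HUVEC primary endothelial cells; Technique: immunofluorescence imaging; Dosing: single-point compound dose.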
RAD54 branch – inhibitors of human RAD54 branch migration, primary screen, biochemical, fluorescence, single point. DNA repair and recombination protein RAD54-like (Homo sapiens), Q92698. inhibition, % at 10.4 µM. hit rate 0.14% among 360,000. RAD54 Holliday junction branch migration, FAM/BHQ fluorescence. AID 602329, 2012;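 active = mean normalized replicate activity at least 40 and at least half of replicates scoring 40 or more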;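 note: 0% = median of neutral control wells and 100% = median of positive control wells; inhibitors cause a drop in the FAM fluorescence signal; in these data hits start at about 50%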
Starred values were filed as active, the others as inactive; / = no result given; [ ] = remark or other dose.

Preview:
Sequence of screens: RAD52 anneal inh, ERAP1 inh, PGC1a acetyl inh, PglD DTNB, miR-122 sensor, Cneo AK release, E-selectin induc, RAD54 branch
- O=C(c1cccnc1)N1C[C@@H]2[C@H](c3ccccc31)[C@H](CO)N2CC1CCCC1
 : -5, 1, -17, 34, -10[16.7 µM], -2, 0.4, -11
- CSc1cc(-c2ccncc2)nc(-c2ccc(Cl)cc2)c1
 : -16, 2, -14, -6, -6, 3, -0.2, -9
- CN1CCN(C(=O)C[C@H]2C[C@H]3c4cc(NC(=O)CC5CC5)ccc4O[C@H]3[C@@H](CO)O2)CC1
 : 15, 3, -17, 8, 8[16.7 µM], -11, 0.6, 9
- CCCCN(C(=O)CNC(=O)c1ccco1)C(C(=O)NC1CCCCC1)c1ccc(OC)cc1OC (configuration not stated)
 : /, /, -15, -6, 4, 9, /, 10

The listing (from the top)
Sequence of screens: RAD52 anneal inh, ERAP1 inh, PGC1a acetyl inh, PglD DTNB, miR-122 sensor, Cneo AK release, E-selectin induc, RAD54 branch
- O=C(c1cccnc1)N1C[C@@H]2[C@H](c3ccccc31)[C@H](CO)N2CC1CCCC1
 : -5, 1, -17, 34, -10[16.7 µM], -2, 0.4, -11
- CSc1cc(-c2ccncc2)nc(-c2ccc(Cl)cc2)c1
 : -16, 2, -14, -6, -6, 3, -0.2, -9
- CN1CCN(C(=O)C[C@H]2C[C@H]3c4cc(NC(=O)CC5CC5)ccc4O[C@H]3[C@@H](CO)O2)CC1
 : 15, 3, -17, 8, 8[16.7 µM], -11, 0.6, 9
- CCCCN(C(=O)CNC(=O)c1ccco1)C(C(=O)NC1CCCCC1)c1ccc(OC)cc1OC (configuration not stated)
 : /, /, -15, -6, 4, 9, /, 10
- Cc1ccc(C(=O)Nc2nc(-c3cc(Cl)sc3Cl)cs2)cc1
 : /, /, /, -5, -14, -2, /, -7
- Cc1oc(-c2ccc(Cl)cc2)cc1C(=O)NC1CCN(Cc2ccccc2)CC1
 : -7, -2, 12, 2, -1, 3, /, -2
- CC(C)N(Cc1ccccc1)S(=O)(=O)c1cccs1
 : -12, -4, -17, 5, -3, 4, 0.0, 1
- CC1(C)Oc2ccc(C(=O)N/N=C/c3ccc(O)cc3)cc2NC1=O
 : -9, 5, 10, 0, 0, 0, /, 5
- Cc1noc(C)c1NC(=O)N(C)C[C@@H]1OCCCC[C@H](C)Oc2ccc(NS(=O)(=O)c3ccc(F)cc3)cc2C(=O)N([C@H](C)CO)C[C@@H]1C
 : 4, -3, /, -1, 1[16.7 µM], -1, 0.0, 3
- Cc1cc(F)ccc1NC(=O)C1CCCO1 (configuration not stated)
 : -2, 2, 11, 3, -5, -1, 1.6, 10
- N#Cc1cc(NC2CCCC2)c([N+](=O)[O-])cc1C#N
 : -339, 0, 3, 1, -8, 0, /, -6
- CC1CCCCC1NC(=O)COC(=O)c1c2c(nc3ccccc13)/C(=C\c1ccco1)CC2 (configuration not stated)
 : -7, 0, 6, 3, -1, -1, -0.2, -2
- O=C(C[C@@H]1C[C@H]2c3cc(NC(=O)NC4CCCC4)ccc3O[C@H]2[C@H](CO)O1)NCc1cc(F)ccc1F
 : /, /, -7, 3, 4[16.7 µM], 12, 3.9, -1
- Fc1cccc(Cc2c(-c3ccccc3)nc3c(Cl)cc(C(F)(F)F)cn23)c1
 : -11, /, -2, 0, 8, 0, 15, 0
- CCc1cc2c(=O)n(-c3ccccc3)c(SCC(N)=O)nc2s1
 : -8, 1, 7, 2, -4, 8, 0.4, 1
- CNc1nc(Oc2cccc(NC(C)=O)c2)c2sccc2n1
 : -5, 1, 5, 13, 49, 0, 0.2, -1
- Cc1cccc(NS(=O)(=O)c2cccc(C(=O)NNC(=O)c3ccccc3O)c2)c1
 : -9, -2, 3, -1, 29, 1, -0.1, 3
- C[C@@H]1CN([C@H](C)CO)C(=O)Cc2cc(NC(=O)Nc3ccc4c(c3)OCO4)ccc2O[C@H]1CN(C)Cc1ccc(Cl)c(Cl)c1
 : 2, 0, -4, -2, -8[16.7 µM], -4, 300*, -1
- CCOC(=O)N1CCN(Cc2nc3c(c(=O)n(C)c(=O)n3C)n2Cc2cccc(C)c2)CC1
 : /, /, /, 0, -23, 5, /, -4
- N#C[C@@H]1[C@H](c2ccc(C#CC3CCCC3)cc2)[C@H](CO)N1C(=O)Nc1ccc(F)cc1
 : -50, 2, -18, 1, /, 2, 0.0, 10
- O=C(COC(=O)CC1Sc2ccccc2NC1=O)NCc1ccccc1 (configuration not stated)
 : -13, 2, -1, 6, -5, 0, -2.1, 7
- COc1ccc(CNC(=O)N(C)C[C@@H]2OCc3ccccc3-c3ccccc3C(=O)N([C@@H](C)CO)C[C@@H]2C)cc1
 : 1, 2, -2, 3, /, -3, -4.2, -1
- O=C(CC1SC(=O)N(Cc2ccccc2)C1=O)Nc1nccs1 (configuration not stated)
 : -14, 7, /, -6, -15, 8, /, -2
- CCOC(=O)CN1C(=O)C(O)(CC(=O)c2ccc3c(c2)CCCC3)c2ccccc21 (configuration not stated)
 : /, /, 10, -5, 0, -1, /, 3
- C[C@@H]1CCCCO[C@H](CN(C)S(=O)(=O)c2cccs2)[C@@H](C)CN([C@@H](C)CO)C(=O)c2cc(NS(=O)(=O)c3ccccc3)ccc2O1
 : -17, -6, 2, 0, 37[16.7 µM], 1, -0.2, 6
- O=C(Nc1nc2c(Cl)cccc2s1)c1ccc([N+](=O)[O-])o1
 : -6, 1, /, -3, -7, -1, /, 9
- CC(NC(=O)c1cc(-c2ccncc2)nc2ccc(Cl)cc12)C1CCCO1 (configuration not stated)
 : -11, 2, -1, 1, -4, 1, /, 2
- NC(=O)CC(NC(=O)c1cccc(Br)c1)c1ccc(NC2CCCCCCC2)c([N+](=O)[O-])c1 (configuration not stated)
 : -12, 1, /, -6, /, 1, -0.1, -8
- C[C@H](NC(=O)c1[nH]cnc1C(=O)Nc1nccs1)c1ccccc1
 : -25, -1, /, 0, /, 1, -0.1, 5
- O=C(Nc1c2c(nc3ccccc13)CCCC2)c1ccccc1F
 : -14, 0, 2, 2, 2, 1, /, 4
- COc1ccccc1OCCC(=O)O
 : 5, 0, 2, -2, -1, 1, 1.4, 0
- CCc1ccc(NC(=O)CCNS(=O)(=O)c2cccs2)cc1
 : -11, -1, /, 0, -2, 7, /, -5
- COc1ccc(CN(C)C[C@@H]2Oc3ccc(NC(=O)Nc4ccc5c(c4)OCO5)cc3C(=O)N([C@H](C)CO)C[C@@H]2C)cc1
 : /, -1, 3, 9, -9[16.7 µM], 9, 1.1, 1
- CCN(C[C@@H]1N[C@@H](CO)[C@@H]1c1ccc(C2=CCCC2)cc1)C(=O)c1cccnc1
 : -2, 2, -8, 1, -75[16.7 µM], -1, 0.3, -2
- C=CCSC1=NC(=O)/C(=C/c2cccs2)S1
 : /, /, /, 3, 9, -4, /, 6
- O=C(NN1C(=O)C2C3c4ccccc4C(c4ccccc43)C2C1=O)c1ccc(Cl)cc1 (configuration not stated)
 : -5, 4, /, -4, -4, 3, -2.8, -3
- CS(=O)(=O)c1cccc(S(=O)(=O)N2CCCCCC2)c1
 : 10, -4, /, -3, /, -1, -0.1, 0
- CCCC(C)NNC(=O)c1cc2ccccc2[nH]1 (configuration not stated)
 : /, /, 5, 2, 3, -6, /, 8
- CC(=O)Cn1cnc2c(cnn2-c2ccc(C)c(C)c2)c1=O
 : 2, 0, /, 0, 1, 0, 0.4, -3
- Cc1cc(C)nc(NC(=O)c2cnc3sccn3c2=O)n1
 : -15, -2, 4, 3, -1, -1, 1.3, 1
- Cc1ccc2c(c1)c(CC(=O)Nc1ccc(C)c(F)c1)c(C(=O)O)n2C
 : 0, -1, 6, -3, 0, 1, /, 14
- COc1cccc(C(=O)Cn2c(Br)nc3c2c(=O)n(C)c(=O)n3C)c1
 : /, /, 8, -4, -3, -1, /, 1
- C[C@@H]1CN([C@H](C)CO)S(=O)(=O)c2ccc(/C=C/c3ccccc3)cc2O[C@H]1CN(C)C(=O)c1ccccc1
 : 10, -3, -1, -4, 11[16.7 µM], -2, 0.1, 3
- CC(C)NC(=O)Nc1ccc2c(c1)C(=O)N([C@H](C)CO)C[C@@H](C)[C@H](CN(C)Cc1ccc(Oc3ccccc3)cc1)O2
 : -6, 2, -8, 0, 0[16.7 µM], 0, 0.3, 45
- CCC1CN(C(=O)NCc2ccccc2)c2cc(C)ccc2O1 (configuration not stated)
 : -13, 1, -14, 4, /, 0, 0.5, -11
- CCC1CCCCN1C(=O)CCCc1ccccc1 (configuration not stated)
 : -2, 0, -10, 3, -2, -4, 17, -3
- C[C@@H]1CN([C@H](C)CO)C(=O)c2cccc(NC(=O)Nc3cccc4ccccc34)c2O[C@@H]1CN(C)S(=O)(=O)c1ccc(F)cc1
 : -10, 3, 2, /, -1[16.7 µM], /, 0.0, /
- COCCNC(=S)N/N=C1\CC(C)CC(C)(C)C1 (configuration not stated)
 : -9, 5, -1, -15, -1, 0, -0.2, -2
- O=C(NN(c1ccccc1)c1ccccc1)c1ccccc1F
 : -9, -3, -8, -1, 0, 1, 10, 8
- COc1ccc(-c2csc3ncn(-c4ccccc4OC)c(=O)c23)cc1OC
 : -5, -2, -3, /, -8, 1, 0.1, -2
- Clc1ccc(-c2noc(/C=C/c3ccccc3)n2)cc1
 : -5, -1, -2, /, /, /, 0.6, /
- CCC(C)N(CCNC(=O)CC1Oc2ccccc2NC1=O)C1CCCCC1 (configuration not stated)
 : -19, /, -9, 8, 2, -2, /, -4
- Cc1nonc1NC(=O)CSc1nc2ccccc2o1
 : -12, -3, /, 8, /, 2, -0.1, 4
- O=C(NCc1ccco1)C1CCCN(c2ncnc3c2nc2n3CCCCC2)C1 (configuration not stated)
 : -10, 1, -22, 2, 8, 2, /, 5
- CCc1ccccc1NC(=O)CC(=O)Nc1ccccc1CC
 : -3, -1, 4, -2, 7, -1, /, -10
- Cc1ccc(F)cc1NC(=O)c1cccc2nccnc12
 : /, /, -6, -3, -5, -1, /, -5
- Cc1ccc(O)c(C2=NOC(O)(C(F)(F)F)C2)c1 (configuration not stated)
 : /, /, 0, 6, -7, 2, /, 1
- O=C(CCNC(=O)c1ccc(Br)cc1)Nc1cccc(S(=O)(=O)N2CCCCC2)c1
 : -40, -3, -5, -4, 3, 2, 0.3, -4
- CCc1ccc(C(O)c2ncc(-c3ccccc3C)[nH]2)cc1 (configuration not stated)
 : 1, 4, -6, -2, 8, -18, -0.1, 4
- CCn1cc(C(=O)NCCN(CC(C)C)CC(C)C)c(=O)c2cc(S(=O)(=O)N3CCOCC3)ccc21
 : -4, -1, /, -2, 3, -1, 0.4, -7

(continued)
Sequence of screens: RAD52 anneal inh, ERAP1 inh, PGC1a acetyl inh, PglD DTNB, miR-122 sensor, Cneo AK release, E-selectin induc, RAD54 branch
- Cc1cc(C(=O)Nc2ccc3[nH]ccc3c2)no1
 : -10, 1, /, -5, 3, -2, 3.2, 1
- CCOc1ccc(C(C)=O)cc1COC(=O)CNC(=O)C12CC3CC(CC(C3)C1)C2
 : 3, -2, 4, 6, 2, 1, 0.7, 8
- Cc1ccc(CC(=O)Nc2nccs2)cc1C
 : 3, -5, -17, 9, -3, 4, 0.0, 3
- O=C(CCN1CCCCC1)NCC[C@@H]1CC[C@H](NC(=O)Nc2ccc(Cl)cc2)[C@H](CO)O1
 : 17, 0, -8, -1, /, -1, -0.1, -3
- C/C(=C\C(=O)c1ccc(Cl)cc1)Nc1ccc(Br)cc1
 : /, /, 3, 1, -1, 1, /, -6
